Assay outcomes (PubChem)
bCat nuc transl: alters nuclear translocation of beta-catenin in HeLa cells; immunofluorescence imaging; nuclear translocation activity, % at 5 µM; 190,000 tested, 0.3% active;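 active means nuclear translocation activity above 50% at 5 µM, with a well cell count of 50 or more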;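 further: per-cell ratio of nuclear to cytoplasmic median beta-catenin stain intensity; plate controls were DMSO negative control for no effect and GSK-3 inhibitor IX positive control for full effect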
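Test system: human HeLa cells, endogenous beta-catenin. Times: 24 h compound exposure, 37°C. Measured by: beta-catenin immunofluorescence imaging with DAPI.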
T cell modulator: T cell immune modulation candidate; 2C CD8+ T cell-vesicle binding, flow cytometry; stronger effect = lower value; calls only at 7 µM; 330,000 tested, 0.068% active;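 active means response, share of CD8 T cells binding vesicles, and their 90th percentile fluorescence all below set limits, cut at about 80% in these data, passing the limit was not always enough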
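Material: murine 2C transgenic CD8+ T lymphocytes / Also added: QL9-peptide-loaded Drosophila micro-vesicles bearing Ld, ICAM-1 and B7-1 / Schedule: binding step 1.5 h, 37 °C, antibody labelling 20 min, ice / Signal: flow cytometry, PE anti-B7-1 (FL2) versus Alexa647 anti-CD8 (FL8), PFA-fixed / Evaluation: percent CD8+ FL2 mean versus row control / Benchmarks: naked versus QL9-loaded vesicles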
RSV antiviral HEp-2: RSV antiviral activity via CPE protection, HEp-2 cells, primary 10 µM value included (AID 2391). HEp-2 cells, RSV-induced CPE inhibition; higher % means a stronger effect. CPE inhibition, % at 10 µM; hits with a dose series show IC50 in µM. 310,000 tested, 0.13% active; in the data active means a potency from the dose series; further: strong numbers were not always called active
Rac1 GTP hydrolysis: MgcRacGAP GTPase-activating activity inhibitors, confirmation, biochemical, ADP Hunter fluorescence; MgcRacGAP-stimulated Rac1 GTP hydrolysis, ADP Hunter fluorescence; higher % means a stronger effect; GST-tagged Rac1 F28L mutant substrate; one-dose inhibition, % at 30 µM; IC50 in µM for titrated hits; 340,000 tested, 0.6% active;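 active means first-screen hits whose inhibition reached a set limit at any dose in the follow-up dose series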;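 further: fluorescence reports GDP produced by GAP-driven GTP hydrolysis; strong numbers were not always called active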
PhoP inhibition: PhoP-dependent GFP reporter repression – Salmonella Typhimurium, primary screen (AID 1863); S. Typhimurium PhoP-regulated promoter GFP reporter, 4 h; higher % means a stronger effect; inhibition, % at 50 µM, or IC50 in µM where a hit was titrated; 300,000 tested, 0.16% active;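 active means inhibition over 29.93%, a cutoff 3 SD above the screen mean, later confirmed by dose response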;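 further: 0% = low Mg2+ inducing control and 100% = high Mg2+ repressing control; strong numbers were not always called active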
SV40 large T antigen: SV40 large T antigen inhibitors, biochemical (AID 1903) | SV40 large T antigen ATPase/helicase inhibition assay; higher % means a stronger effect | one-dose inhibition, % at 20 µM; IC50 in µM for titrated hits | 310,000 tested, 0.39% active; in the data active means a potency from the dose series; further: strong numbers were not always called active
West Nile virus CPE: West Nile virus antiviral activity, cell-based, CPE readout (AID 1621). CPE inhibition, % at 10 µM, or IC50 in µM where a hit was titrated. West Nile virus-infected cells, CPE inhibition; higher % means a stronger effect. 290,000 tested, 0.02% active; in the data active means a potency from the dose series; further: strong numbers were not always called active
WT yeast gro inh: growth inhibition of WT yeast, mitochondrial fusion screen; 190,000 tested, 2.1% active; AID 1362; inhibition, % at 10 µM; mitochondrial fusion phenotypic screen, WT strain; in the data active means inhibition above about 58%; tested in S. cerevisiae
Myeloid diff MLP: compounds promoting myeloid differentiation; calls only at 10 µM; 360,000 tested, 1% active; ER-HoxA9 myeloid progenitors, lysozyme-GFP differentiation, flow cytometry;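 active means normalized GFP-positive differentiation at or above the plate's own cutoff, the solvent-only control mean plus 3 SD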;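 further: cells exposed to compound for four days before flow analysis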
WT yeast gro inh mutant strain: recorded beside WT yeast gro inh, whose call it bears; inhibition, %; mitochondrial fusion phenotypic screen, mutant strain inhibition
bCat nuc transl cell count 5 µM: also measured in bCat nuc transl; calls as there; cell count; measured here: cell count, cytotoxicity flag
T cell modulator vesicle-bound %: recorded beside T cell modulator, whose call it bears; double positive events, %; measured here: CD8+ vesicle-bound cell fraction;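 binding gate set so that unloaded-vesicle control wells show 10% double positive cells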
Myeloid diff MLP GFP+ MAC1+ %: further read-out of Myeloid diff MLP, marked with its call; GFP+ MAC1+ double positive, %; measured here: differentiation confirmed by MAC1 staining
* = called active by the depositor.

Screening O=C(CCCCn1c(=O)c2ccccc2n(CC(=O)Nc2ccc(F)cc2)c1=O)NCc1ccco1 returned bCat nuc transl 0.0, T cell modulator inactive, RSV antiviral HEp-2 -0.3%, Rac1 GTP hydrolysis -14%, PhoP inhibition 1%, SV40 large T antigen 7%, West Nile virus CPE 0.1%, WT yeast gro inh -8, Myeloid diff MLP inactive, WT yeast gro inh mutant strain 0, bCat nuc transl cell count 5 µM 996, T cell modulator vesicle-bound % 1 and Myeloid diff MLP GFP+ MAC1+ % 0.6.
Screening Cc1ncsc1CCOC(=O)C1C2CC3CC(C2)CC1C3 (centres undefined) returned bCat nuc transl -1.4, T cell modulator inactive, RSV antiviral HEp-2 18%, Rac1 GTP hydrolysis 12%, PhoP inhibition 9%, SV40 large T antigen 25%, West Nile virus CPE -1.4%, WT yeast gro inh 29, Myeloid diff MLP inactive, WT yeast gro inh mutant strain 40, bCat nuc transl cell count 5 µM 960, T cell modulator vesicle-bound % 54 and Myeloid diff MLP GFP+ MAC1+ % 0.3.
CCOc1ccc(NC(=O)C2CCN(C(=O)N3CCOc4ccccc43)CC2)cc1 was read as T cell modulator inactive, RSV antiviral HEp-2 4.1%, Rac1 GTP hydrolysis 10%, SV40 large T antigen 10%, West Nile virus CPE -0.7%, Myeloid diff MLP inactive, T cell modulator vesicle-bound % 54 and Myeloid diff MLP GFP+ MAC1+ % 4.1.
For Nc1[nH]n2c(=O)c3c(nc2c1N=Nc1ccccc1)CCCC3 the results were bCat nuc transl 9.2, T cell modulator inactive, RSV antiviral HEp-2 19%, Rac1 GTP hydrolysis 1%, PhoP inhibition 3%, SV40 large T antigen 8%, West Nile virus CPE 0.1%, WT yeast gro inh 80*, Myeloid diff MLP inactive, WT yeast gro inh mutant strain 9.8*, bCat nuc transl cell count 5 µM 1382, T cell modulator vesicle-bound % 42 and Myeloid diff MLP GFP+ MAC1+ % 2.4.
O=C(CSc1nc(-c2ccco2)cc(C(F)(F)F)n1)NCc1cccs1 was read as T cell modulator inactive, RSV antiviral HEp-2 1.4%, Rac1 GTP hydrolysis 9%, PhoP inhibition -3%, SV40 large T antigen 8%, West Nile virus CPE -0.5%, WT yeast gro inh -6, Myeloid diff MLP inactive, WT yeast gro inh mutant strain -31, T cell modulator vesicle-bound % 59 and Myeloid diff MLP GFP+ MAC1+ % 0.8.
`O=C(NCc1ccncc1)C(=O)NCC1OCCN1S(=O)(=O)c1ccc(Cl)cc1` (centres undefined) gave T cell modulator inactive, RSV antiviral HEp-2 0.9%, Rac1 GTP hydrolysis 7%, PhoP inhibition -7%, SV40 large T antigen 10%, West Nile virus CPE 0.7%, Myeloid diff MLP inactive, T cell modulator vesicle-bound % 14 and Myeloid diff MLP GFP+ MAC1+ % 0.5.
For CN1CCN(c2oc(-c3ccccc3F)nc2S(=O)(=O)c2ccc(Cl)cc2)CC1 the results were T cell modulator inactive, RSV antiviral HEp-2 -1.1%, Rac1 GTP hydrolysis 3%, PhoP inhibition 3%, SV40 large T antigen 3%, West Nile virus CPE -1.4%, Myeloid diff MLP inactive, T cell modulator vesicle-bound % 18 and Myeloid diff MLP GFP+ MAC1+ % 0.4.
`CCN(CC)S(=O)(=O)c1ccc(C(=O)Oc2cc(C)[nH]c(=O)c2[N+](=O)[O-])cc1` gave bCat nuc transl -1.3, T cell modulator inactive, RSV antiviral HEp-2 1.1%, Rac1 GTP hydrolysis 1%, PhoP inhibition -9%, SV40 large T antigen 6%, West Nile virus CPE 0.6%, WT yeast gro inh 3, Myeloid diff MLP inactive, WT yeast gro inh mutant strain 28, bCat nuc transl cell count 5 µM 1140, T cell modulator vesicle-bound % 61 and Myeloid diff MLP GFP+ MAC1+ % 0.1.
`Cc1cc(NC(=O)C(C)SCC(=O)N(C)Cc2ccccc2F)no1` (centres undefined) gave T cell modulator inactive, RSV antiviral HEp-2 0.3%, Rac1 GTP hydrolysis 1%, Myeloid diff MLP inactive, T cell modulator vesicle-bound % 9 and Myeloid diff MLP GFP+ MAC1+ % 0.4.
For C[C@@H]1NC(=O)N(CCCn2ccnc2)C1=O the results were T cell modulator inactive, RSV antiviral HEp-2 10%, Rac1 GTP hydrolysis 6%, PhoP inhibition -3%, SV40 large T antigen 25%, West Nile virus CPE 0.1%, Myeloid diff MLP inactive, T cell modulator vesicle-bound % 44 and Myeloid diff MLP GFP+ MAC1+ % 1.2.
Cc1ccccc1Nc1nnc(SCc2cc([N+](=O)[O-])cc3c2OCOC3)s1 was read as bCat nuc transl -3.9, T cell modulator inactive, RSV antiviral HEp-2 12%, Rac1 GTP hydrolysis 7%, PhoP inhibition -6%, SV40 large T antigen 13%, West Nile virus CPE -0.2%, WT yeast gro inh 14, Myeloid diff MLP inactive, WT yeast gro inh mutant strain 21, bCat nuc transl cell count 5 µM 1105, T cell modulator vesicle-bound % 50 and Myeloid diff MLP GFP+ MAC1+ % 4.7.
CC1(C)CC(=O)C=C(c2ccc(Cl)c(C(F)(F)F)c2)C1 was read as T cell modulator inactive, RSV antiviral HEp-2 0.3%, Rac1 GTP hydrolysis 2%, Myeloid diff MLP inactive, T cell modulator vesicle-bound % 36 and Myeloid diff MLP GFP+ MAC1+ % 1.9.
Screening COc1ccc(/C=C(/NC(=O)/C=C/c2ccccc2)C(=O)N2CCOCC2)cc1 returned bCat nuc transl 1.5, T cell modulator inactive, RSV antiviral HEp-2 2.6%, Rac1 GTP hydrolysis 5%, PhoP inhibition -8%, SV40 large T antigen 1%, West Nile virus CPE -0.7%, WT yeast gro inh 15, Myeloid diff MLP inactive, WT yeast gro inh mutant strain 14, bCat nuc transl cell count 5 µM 516, T cell modulator vesicle-bound % 46 and Myeloid diff MLP GFP+ MAC1+ % 0.2.
`COc1ccc(S(=O)(=O)NCC(c2cccnc2)N2CCN(C)CC2)cc1C` (centres undefined) gave bCat nuc transl 1.9, T cell modulator inactive, RSV antiviral HEp-2 0.3%, Rac1 GTP hydrolysis 7%, PhoP inhibition -5%, SV40 large T antigen 6%, West Nile virus CPE 0.8%, WT yeast gro inh -5, Myeloid diff MLP inactive, WT yeast gro inh mutant strain -2, bCat nuc transl cell count 5 µM 941, T cell modulator vesicle-bound % 30 and Myeloid diff MLP GFP+ MAC1+ % 2.4.
`CCOC(=O)C1CCN(S(=O)(=O)c2nc3nc(C)cc(C)n3n2)CC1` gave bCat nuc transl -0.8, T cell modulator inactive, RSV antiviral HEp-2 1.4%, Rac1 GTP hydrolysis 10%, PhoP inhibition 11%, SV40 large T antigen -16%, West Nile virus CPE -0.5%, WT yeast gro inh -4, Myeloid diff MLP inactive, WT yeast gro inh mutant strain 30, bCat nuc transl cell count 5 µM 1107, T cell modulator vesicle-bound % 48 and Myeloid diff MLP GFP+ MAC1+ % 4.7.
`Cn1nc(CC(=O)Nc2cccc3ncccc23)c2ccccc2c1=O` gave bCat nuc transl -2.5, T cell modulator inactive, RSV antiviral HEp-2 2.1%, Rac1 GTP hydrolysis 8%, PhoP inhibition 4%, SV40 large T antigen 5%, West Nile virus CPE -0.4%, WT yeast gro inh 4, Myeloid diff MLP inactive, WT yeast gro inh mutant strain 3, bCat nuc transl cell count 5 µM 1121, T cell modulator vesicle-bound % 43 and Myeloid diff MLP GFP+ MAC1+ % 0.6.
For Cc1cc(C)nc(/N=C(\N)N2CCCCCC2)n1 the results were bCat nuc transl 1.7, T cell modulator inactive, RSV antiviral HEp-2 -0.7%, Rac1 GTP hydrolysis 5%, PhoP inhibition 9%, SV40 large T antigen 3%, West Nile virus CPE -0.1%, WT yeast gro inh -6, Myeloid diff MLP inactive, WT yeast gro inh mutant strain -5, bCat nuc transl cell count 5 µM 1106, T cell modulator vesicle-bound % 51 and Myeloid diff MLP GFP+ MAC1+ % 0.3.
Cn1cc(C(=O)NS(=O)(=O)Nc2ccc(Br)cn2)c2ccccc21 was read as T cell modulator inactive, RSV antiviral HEp-2 7.9%, Rac1 GTP hydrolysis 2%, PhoP inhibition -1%, SV40 large T antigen 23%, West Nile virus CPE -0.5%, Myeloid diff MLP inactive, T cell modulator vesicle-bound % 25 and Myeloid diff MLP GFP+ MAC1+ % 1.1.
Screening CC(C)c1ccc(OCC(=O)NNC(=O)c2cnccn2)cc1 returned bCat nuc transl 0.6, T cell modulator inactive, RSV antiviral HEp-2 0.8%, Rac1 GTP hydrolysis 1%, PhoP inhibition -10%, SV40 large T antigen 12%, West Nile virus CPE 0.5%, Myeloid diff MLP inactive, bCat nuc transl cell count 5 µM 1319, T cell modulator vesicle-bound % 35 and Myeloid diff MLP GFP+ MAC1+ % 0.9.
`CCOc1ccc(S(=O)(=O)NCCC(=O)NCC2COc3ccccc3O2)cc1` (centres undefined) gave T cell modulator inactive, RSV antiviral HEp-2 -0.1%, Rac1 GTP hydrolysis 4%, Myeloid diff MLP inactive, T cell modulator vesicle-bound % 18 and Myeloid diff MLP GFP+ MAC1+ % 0.4.
For CSc1ccc(NC(=O)NCCCN2CCC(Cc3ccccc3)CC2)cc1 the results were T cell modulator inactive, RSV antiviral HEp-2 5.0%, Rac1 GTP hydrolysis 8%, PhoP inhibition -1%, SV40 large T antigen 10%, West Nile virus CPE 0.6%, Myeloid diff MLP inactive, T cell modulator vesicle-bound % 14 and Myeloid diff MLP GFP+ MAC1+ % 0.2.
CCOc1ccc(NC(=O)c2c(OC)cccc2OC)cc1 was read as bCat nuc transl 1.1, T cell modulator inactive, RSV antiviral HEp-2 0.8%, Rac1 GTP hydrolysis 2%, PhoP inhibition -9%, SV40 large T antigen 7%, West Nile virus CPE 0.4%, WT yeast gro inh 9, Myeloid diff MLP inactive, WT yeast gro inh mutant strain 4, bCat nuc transl cell count 5 µM 523, T cell modulator vesicle-bound % 29 and Myeloid diff MLP GFP+ MAC1+ % 0.7.
`COCCNC(=O)C(C)N1c2cccc3cccc(c23)S1(=O)=O` (centres undefined) gave bCat nuc transl 3.0, T cell modulator inactive, RSV antiviral HEp-2 1.7%, Rac1 GTP hydrolysis 9%, PhoP inhibition 3%, SV40 large T antigen 2%, West Nile virus CPE 0.0%, WT yeast gro inh -12, Myeloid diff MLP inactive, WT yeast gro inh mutant strain 7, bCat nuc transl cell count 5 µM 1097, T cell modulator vesicle-bound % 23 and Myeloid diff MLP GFP+ MAC1+ % 0.5.
